# G9a block = blocks human histone lysine methyltransferase G9a. 350,000 compounds, 8.8% hits. G9a H3K9 monomethylation, AlphaScreen, 2 h. Q96KQ7. Potency, µM (doses to about 102 µM), for inactives: at the top dose activity, negative = inhibition, most hits filed as inhibitors; also: potency is read from the fitted curve at half-maximal effect; % is scaled to controls: 0 for no effect and ±100 for the full control effect; nearly all actives have a fitted effect of over 75% in size
#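 Compounds were preincubated with 20 nM G9a for 15 min, after which biotinylated H3K9 peptide (500 nM) and SAM (20 uM) started a 2 h room-temperature reaction. Monomethylated product was quantified by antibody-based AlphaScreen chemiluminescence.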
# HP1b chromo inh = inhibitors of HP1-beta chromodomain binding to methylated histone tails. P83916. AlphaScreen HP1-beta / biotin-H3K9me3 peptide binding. Potency, µM (titrated, usually from 114 µM), inactives show at the highest dose activity change, negative = inhibition, hits mostly inhibitors. 390,000 compounds, 0.56% hits; also: potency is read from the fitted curve at half-maximal effect; nearly all actives have a fitted effect of over 70% in size; inactives centre near 23
# Target sequence (P83916 whole entry, looked up): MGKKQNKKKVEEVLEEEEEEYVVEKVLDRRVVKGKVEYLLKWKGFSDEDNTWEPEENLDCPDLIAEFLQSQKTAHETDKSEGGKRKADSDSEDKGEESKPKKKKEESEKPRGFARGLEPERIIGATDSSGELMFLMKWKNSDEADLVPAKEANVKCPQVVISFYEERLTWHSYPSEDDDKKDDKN
#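 AlphaScreen: HP1-beta (50 nM) preformed 30 min with biotin-H3(1-18)K9me3 peptide (50 nM) in PBS pH 7.4, 0.01% Tween-20. Compound added for 30 min at RT, then streptavidin donor/nickel chelate acceptor beads (10 ug/mL) for 30 min.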
# BAZ2B inh = blocks human BAZ2B | Potency, µM (titrated, usually from 114 µM), inactives show top-dose activity change, negative = inhibition, hits mostly inhibitors | 360,000 compounds, 4.4% hits | AlphaScreen BAZ2B-H3K14Ac peptide displacement | Q9UIF8; also: potency is read from the fitted curve at half-maximal effect; % is scaled to controls: 0 for no effect and ±100 for the full control effect; nearly all actives have a fitted effect of over 60% in size
#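 In this displacement format the biotinylated H3(5-23) peptide acetylated at Lys14 serves as ligand at 50 nM, with BAZ2B at 50 nM in PBS pH 7.4 containing 0.01% Tween-20. Donor and acceptor beads are 10 ug/mL final.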
# GLS inh = glutaminase GLS (human) inhibition; O94925; 410,000 compounds, 0.21% hits; GLS enzymatic activity, qHTS titration; Potency, µM (titrated, usually from 45.5 µM), without a hit: at the top dose activity change, negative = inhibition, usual class: inhibitors; also: potency is read from the fitted curve at half-maximal effect; % is scaled to controls: 0 for no effect and ±100 for the full control effect
#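 hKGA in 45 mM KH2PO4 (pH 8.2), 0.02% Tween-20 with compound, then 1mM L-Glutamine (stock as added) plus glutamate oxidase/HRP/Amplex red coupling mix. Fluorescence read initially and after 30 min at RT; signal change reflects glutamate formation.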
# Pin1 inhibitor = human Pin1 inhibition | Q13526 | Pin1 FP peptide displacement, HiFluor488, 10 min | Potency, µM (titrated, usually from 115 µM), without a hit: at the top dose activity, negative = inhibition, actives largely listed as inhibitors | 390,000 compounds, 0.009% hits | AID 504891; active = well fitted inhibition curve with a large enough effect in the polarisation, with a control signal flat, not every such curve was filed as active; inconclusive = small, poorly fitted or top-dose-only effect, or effect the other way, or a change in a side signal; inactive = no such curve, though single readings can be large or run the other way; the % refers to the polarisation; also: potency is read from the fitted curve at half-maximal effect; % is scaled to controls: 0 for no effect and ±100 for the full control effect
# Target sequence (Q13526 whole entry, looked up): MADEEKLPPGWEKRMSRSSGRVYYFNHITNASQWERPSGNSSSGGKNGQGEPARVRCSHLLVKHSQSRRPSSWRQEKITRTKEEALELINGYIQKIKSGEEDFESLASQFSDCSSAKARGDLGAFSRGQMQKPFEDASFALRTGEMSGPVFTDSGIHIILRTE
# PI4K2A inh = inhibitors of human PI4K2A | 420,000 compounds, 0.13% hits | AID 1346378 | activity change, negative = inhibition, % at 76.9 µM | Q9BTU6 | purified PI4K2A, ADP-Glo luminescence, 1 h; hits give low values; in the data active = activity change below about -50%; inconclusive = mostly about -30% to -49%;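 also: -100% = wells without enzyme as full effect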
# Target sequence (Q9BTU6 whole entry, looked up): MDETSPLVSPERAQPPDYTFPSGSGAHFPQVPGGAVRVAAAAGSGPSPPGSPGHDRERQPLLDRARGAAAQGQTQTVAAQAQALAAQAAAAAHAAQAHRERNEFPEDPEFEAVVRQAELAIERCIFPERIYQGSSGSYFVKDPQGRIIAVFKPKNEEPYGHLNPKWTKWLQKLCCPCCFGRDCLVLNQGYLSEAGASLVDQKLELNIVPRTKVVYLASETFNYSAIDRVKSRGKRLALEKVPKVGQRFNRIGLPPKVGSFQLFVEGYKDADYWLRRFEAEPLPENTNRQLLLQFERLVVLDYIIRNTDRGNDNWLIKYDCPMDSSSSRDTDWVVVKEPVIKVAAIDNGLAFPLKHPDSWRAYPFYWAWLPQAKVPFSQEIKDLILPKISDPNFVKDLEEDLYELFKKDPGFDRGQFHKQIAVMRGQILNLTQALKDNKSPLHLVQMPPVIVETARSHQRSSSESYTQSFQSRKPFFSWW
#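 In this quantitative HTS, ADP production by PI4K2A was quantified luminescently after 1 h at ambient temperature; 100 microM adenosine served as plate-quality control.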
# JMJD2A Tudor = inhibitors of human JMJD2A Tudor domain. AlphaScreen JMJD2A-Tudor / H3K4me3 peptide binding. Potency, µM (top dose mostly 114 µM), inactives show top-dose activity change, negative = inhibition, usual class: inhibitors. 390,000 compounds, 4.4% hits. AID 504339; also: potency is read from the fitted curve at half-maximal effect; % is scaled to controls: 0 for no effect and ±100 for the full control effect; nearly all actives have a fitted effect of over 50% in size
# Pol eta inh = blocks human DNA polymerase eta activity | 390,000 compounds, 1.2% hits | Q9Y253 | recombinant Pol eta, fluorescent DNA replication assay | Potency, µM (top dose mostly 114 µM), for inactives: at the top dose activity change, negative = inhibition, actives largely listed as inhibitors; also: potency is read from the fitted curve at half-maximal effect; % is scaled to controls: 0 for no effect and ±100 for the full control effect
#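 Pol eta at 10 nM preincubated with compounds 15 min at room temperature; reaction started with fluorescent substrate (50 nM final) and read kinetically at 0 and 10 min.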
# Tb PGK inh = blocks T. brucei phosphoglycerate kinase; PGK/GAPDH coupled, Kinase-Glo luminescence, 60 min; Potency, µM (titrated, usually from 57.5 µM), for the others: at the top dose activity change, negative = inhibition, actives largely listed as inhibitors; 380,000 compounds, 0.043% hits; also: potency is read from the fitted curve at half-maximal effect; % is scaled to controls: 0 for no effect and ±100 for the full control effect; nearly all actives have a fitted effect of over 60% in size
#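 Recombinant glycosomal PGK reaction used 1,3-bisphosphoglycerate generated in-well by GAPDH (100nM final) in 100mM TEA pH 7.6, 5mM MgCl2, 0.01% Tween-20. After 60 minutes at room temperature, ATP was read by Kinase-Glo Plus luminescence end-point.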
# The depositor's hits bear a star; i = inactive; ? = inconclusive; . = no result given; [ ] = another dose, or the depositor's remark. Unless noted, calls follow the shape of the dose curve; as a rule, active = well fitted curve in the direction sought with a large enough effect; inconclusive = small, poorly fitted or top-dose-only effect, or another doubt; inactive = no such curve, though single readings can be large; an effect the other way counts as inactive or inconclusive. These rows are one share of the data (hit frequency here may not be typical).
SMILES	G9a block	HP1b chromo inh	BAZ2B inh	GLS inh	Pin1 inhibitor	PI4K2A inh	JMJD2A Tudor	Pol eta inh	Tb PGK inh
Cn1c(=O)oc2cc(S(=O)(=O)N3CCN(c4ccccc4)CC3)ccc21	21%	31%	-6%	1%	35%[activator]	3	-21%	-5%	i
CCc1ccc(NC(=O)COC(=O)C2(c3ccc(Cl)cc3)CCCC2)cc1	26%[59 µM]	41%[activator]	21%	2%	22%	-5	26%	-26%	-2%
CC1CCCCN1S(=O)(=O)c1ccc(C(=O)Nc2nnc(-c3cccs3)o2)cc1 (stereo not drawn)	21%	42%[activator]	?	3%	0%	6	-2%[11.4 µM]	-12%	1%
CC(C)N(Cc1nc(-c2ccccc2)no1)C(=O)Cc1ccccc1	-1%	47%[activator]	-1%	1%	0%	1	-9%	-22%	-6%
CN(C(=O)/C=C/c1ccc2c(c1)OCO2)c1ccccc1	-42%	1%	-24%	-11%	0%	-4	-18%	0%	7%
CCC(=O)Nc1nc2cc(OC)ccc2s1	-7%	16%	-4%	0%	-5%	-2	-12%	1%	-6%
COc1ccccc1C(=O)N1CCN(c2ccccn2)CC1	66%[activator][59 µM]	24%	-30%[57.1 µM]	3%	-7%	-1	-15%	-6%	.
O=C(COc1ccc(S(=O)(=O)N2CCCC2)cc1)NCc1ccccn1	13%	-23%	-11%	5%	-19%	-6	-16%	-9%	-7%
N#C/C(=C\c1c[nH]c2ccccc12)C(=O)NCC1CCCO1 (stereo not drawn)	-6%	-7%	-27%	12%	-7%	1	-12%	2%	-1%
CC(C)NC(=O)C1CCN(C2CCN(Cc3nc(C(C)C)cs3)CC2)CC1	0%	21%	-1%	-4%	-1%	-1	-1%	-22%	5%
Cc1ccc(S(=O)(=O)N2CCCCC2)cc1NC(=O)c1c(-c2ccccc2)noc1C	-11%[12.7 µM]	35%	2%	2%	5%	4	-3%	3%	-4%
c1ccc(-c2nnc(C(c3ccccc3)c3ccccc3)o2)cc1	60%[activator]	140%[activator]	25%	0%	4%	3	55%[activator]	-11%	-2%
N#Cc1c(-c2cccs2)cc(-c2cccs2)[nH]c1=O	8%	20%	-1%	0%	2%	-5	-3%	-7%	-9%
O=C(Nc1ccc(Br)cc1)C1CCCC1	.	39%[activator]	-6%	-7%	0%	2	3%	-9%	i
O=C(NCCc1ccc(Cl)cc1)C(=O)NCC(c1ccco1)S(=O)(=O)c1cccs1 (stereo not drawn)	3%[59 µM]	21%	-4%	-13%	-2%	0	-9%	-8%	i
N#C/C(C(=O)NCc1ccccc1)=C1\SC(CCO)C(=O)N1c1ccccc1 (stereo not drawn)	?	-14%	-13%	13%	10%	0	?	-12%	7%
CCN(CC)CCN1C(=O)C(O)=C(C(C)=O)C1c1ccc(OC)c(OC)c1 (stereo not drawn)	?	50%[activator]	0%	-2%	0%	-7	9%	-18%	-6%
COc1ccc(OCCCC(=O)OCC(=O)Nc2nnc(-c3ccccc3)o2)cc1	-9%[59 µM]	56%[activator]	-6%	-7%	-4%	-9	-3%	-15%	-9%
COc1ccccc1CCNC(=O)Cc1ccc(NC(=O)N2CCSc3ncccc32)cc1	?	-10%	-16%	-11%	3%	2	-18%	1%	i
COc1ccc(F)cc1S(=O)(=O)NCC(c1ccco1)N1CCc2ccccc2C1 (stereo not drawn)	?	18%	-35%	1%	7%	1	-14%	-21%	-5%
O=C(Nc1ccccc1F)c1ccc([N+](=O)[O-])s1	9%	-20%	?	4%	-4%	-1	?	-6%	2%
CCC(C)n1cnc2c(=O)oc3ccccc3c21 (stereo not drawn)	-4%	29%	?	0%	9%	0	-5%	-4%	-5%
S=c1[nH]nc(-c2ccccc2)n1/N=C/c1c[nH]c2ccccc12	1.6µM*	27%	1%	22%	0%	-7	89µM*	-6%	-6%
Cc1cccnc1N1C(=O)c2ccc(C(=O)O)cc2C1=O	-33%	17%	-4%	-4%	-1%	12	-17%	-19%	-1%
CCN(CC)CCNC(=O)c1ccc2c(c1NCCO)C(=O)c1ccccc1C2=O	40µM*	?	40µM*	-5%	?	-15	?	-22%	-4%
O=c1[nH]c(=O)n(Cc2ccccc2)c2c1C(C(F)(F)F)(C(F)(F)F)N=C(c1ccco1)N2	9%	36%	-5%[57.1 µM]	3%	-1%	-3	-23%	-7%	5%
N#CC1=C(S)N(c2ccccc2)C(c2ccc(-c3cc(Cl)ccc3Cl)o2)NC1=O (stereo not drawn)	?	4%	50µM*	-9%	-18%	2	-32%	6%	5%
Cc1ccc(/C=C/C(=O)Nc2nnc(SCc3ccc(C#N)cc3)s2)o1	-9%[59 µM]	38%	-8%	-4%	29%	?	-5%	?	-4%
Cc1cccc(-n2cc(-c3ccccc3)c3c(NN4CCOCC4)ncnc32)c1	?	24%	?	3%	-2%	-1	-19%	-16%	-1%
Cc1ccc2nc(N/N=C/c3ccccc3F)nc(-c3ccccc3)c2c1	15%	58%[activator]	11%	3%	-2%	2	-10%	-25%	i

# Results in G9a block, PI4K2A inh and JMJD2A Tudor (2 entries from above):
canonical_smiles	G9a block	PI4K2A inh	JMJD2A Tudor
CCN(CC)CCNC(=O)c1ccc2c(c1NCCO)C(=O)c1ccccc1C2=O	40µM*	-15	?
O=c1[nH]c(=O)n(Cc2ccccc2)c2c1C(C(F)(F)F)(C(F)(F)F)N=C(c1ccco1)N2	9%	-3	-23%

# Carrying on.
SMILES	G9a block	HP1b chromo inh	BAZ2B inh	GLS inh	Pin1 inhibitor	PI4K2A inh	JMJD2A Tudor	Pol eta inh	Tb PGK inh
COc1cccc(/C=N/NC(=O)CC2C(=O)NN=C2C)c1OC (stereo not drawn)	16%[59 µM]	9%	-8%	33%[activator]	3%	3	-3%	1%	0%
COc1ccc(C(=O)NC(=S)Nc2ccc3[nH]c(=O)[nH]c3c2)cc1Br	.	.	.	3%	.	-4	.	-5%	-7%
COc1cccc(NC(C(=O)Nc2cccc(C(C)=O)c2)c2ccccc2)c1 (stereo not drawn)	?	-3%	?	8%	13%	1	-30%	-11%	-1%
CC(C(=O)NN)n1nnc(N2CCOCC2)n1 (stereo not drawn)	.	53%[activator]	0%	-6%	-4%	2	-2%	-13%	i
Cc1ccc(/C=c2/sc3n(c2=O)CCCN=3)o1	8.9µM*	26%	-7%	1%	55%[activator]	-9	-13%	-13%	7%
COc1ccc(N2CCN(CC(=O)Nc3ccccc3SC)CC2)cc1	-50%[12.7 µM]	?	50µM*	22%	-1%	0	?	-2%	1%
O=c1[nH]c2cc3c(cc2cc1CN(Cc1cccs1)Cc1nnnn1Cc1ccco1)OCCO3	?	-24%	.	6%	16%	-27	?	18µM*	-7%
Cc1noc(C)c1CSc1nc2ccccc2c(=O)n1-c1ccc(Cl)cc1	-9%[59 µM]	29%	6%	0%	3%	2	-17%	-11%	i
CC(C)C[C@H](NC(=O)c1nc[nH]c1C(=O)N1CCC(C)CC1)C(=O)OC(C)(C)C	-5%[59 µM]	50%[activator]	-4%	1%	?	2	-13%	-20%	10%
CC(C)OCCCNC(=O)c1ccc(N(C)S(C)(=O)=O)cc1	-2%[59 µM]	30%	-4%	8%	-9%	0	-13%	1%	-8%
O=[N+]([O-])c1ccc2nc(-[n+]3c(-c4ccccc4)cc(-c4ccccc4)cc3-c3ccccc3)[nH]c2c1	-17%[59 µM]	-8%	?	5%	28%	13	?	-3%	-7%
CCCCCCCCCCCCC(=O)CCCCC(=O)O	-5%[12.7 µM]	24%	0%	3%	-2%	-1	-16%	-5%	5%
Cc1ccccc1NC(=O)c1ccc2nc(N3CCOCC3)sc2c1	-10%	27%	-34%	-3%	-6%	0	-26%	-4%	i
N#Cc1cc2sc3nnc(-c4ccncc4)n3c2cc1C#N	25%[59 µM]	41%[activator]	-2%	9%	0%	-9	-19%	?	-4%
CCC(C)NC(=O)c1ccc(NC(=O)C2CCCO2)cc1 (stereo not drawn)	14%[2.33 µM]	25%	1%	12%	-8%	-4	-9%	0%	i
COc1ccc(/C=C/C(=O)NNC(=O)C(C)Oc2ccccc2F)cc1OC (stereo not drawn)	.	53%[activator]	.	15%	2%	-5	-9%	-9%	i
CC1CN(S(=O)(=O)N2CCOCC2)CCN1S(=O)(=O)N1CCOCC1 (stereo not drawn)	3%	-13%	0%	0%	3%	0	-10%	-4%	i
O=C(NNc1ccccc1Br)C(=O)n1ccc2ccccc21	9%[59 µM]	8%	-7%	-7%	-4%	1	-17%	-1%	i
CCOC(=O)c1cccc(NC(=O)C2CCCN(c3nnc(C)c4c(C)n(-c5ccccc5)nc34)C2)c1 (stereo not drawn)	0%[59 µM]	23%	-13%	3%	12%	1	-1%	-13%	-9%
CCC(C)NC(=O)c1ccc(N2CC3CC(C2)c2cccc(=O)n2C3)c(NC(=O)c2ccc(Br)o2)c1 (stereo not drawn)	?	32%	1%	1%	-1%	-2	-9%	1%	i
CCOc1ccc(/C=C2\SC(=S)N(CCC(=O)O)C2=O)cc1	4%	10%	-22%	17%	1%	-1	-23%	-4%	-1%
CC(OC(=O)c1cccc(S(=O)(=O)Nc2ccccc2F)c1)C(=O)NCc1ccc2c(c1)OCO2 (stereo not drawn)	-9%	22%	-25%	7%	1%	0	-20%	-21%	11%
COC(=O)c1ccc(NS(=O)(=O)c2ccc(SC)cc2)cc1	19%[12.7 µM]	23%	-2%	5%	-2%	0	-4%	-7%	-5%

# High-throughput results from PubChem.
